Screening data from PubChem.
MsrA act – bovine methionine sulfoxide reductase A activation. purified bovine MsrA, absorbance read-out. activation, % at 10.6 µM. hit rate 0.3% among 360,000. AID 602163; in the data active = activation above about 7.5%;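 also: 0% = vehicle and 100% = reference activator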
Tb MetRS inh – Trypanosoma brucei MetRS inhibition; purified T. brucei MetRS, ATP depletion, Kinase-Glo luminescence; inhibition, % at 11.9 µM; hit rate 0.4% among 360,000;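 active = inhibition above a per-plate cutoff of the control wells' mean inhibition plus 3 SD, cut at about 5.5% in these data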;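 also: 0% = DMSO wells median and 100% = median of wells with control inhibitor compound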
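Assay system: T. brucei methionyl-tRNA synthetase, purified | Medium: HEPES buffer with MgCl2, KCl, DTT, spermine, BSA, pyrophosphatase | Compound: 11.9 µM single point | Incubation: 15 min enzyme-compound preincubation, 2 h reaction, 10 min detection, 25 °C | Measured by: Kinase-Glo luciferase luminescence reporting remaining unconsumed ATP | Measure: % inhibition normalized to control-well medians | Replication: Singlicate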
LMPTP block – blocks human LMPTP phosphatase. inhibition, % at 20 µM. recombinant LMPTP-A, OMFP fluorogenic substrate, fluorescence intensity. hit rate 0.22% among 360,000. AID 651560;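 active = compounds that cut the enzyme signal by at least half of the control window in the single-dose screen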;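 also: plate controls were DMSO wells with enzyme plus substrate for no effect and substrate without enzyme for full effect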
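Test system – LMPTP-A enzyme · Amount – LMPTP-A at 0.625 nM final in the reaction · Buffer or medium – Bis-Tris pH 6.0, DTT, detergent · Reagent – OMFP 400 µM · Doses – single 20 µM dose · Schedule – reaction 50 min, room temperature, dark · Detection – fluorescence intensity of OMFP turnover product · Evaluation – percent inhibition versus substrate-only and uninhibited controls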
SUMO1-SIM PPI – modulators of human SUMO1-mediated protein-protein interactions; P63165; SUMO1 binding to a labelled peptide, TR-FRET, 1 h; inhibition, % at 20 µM; hit rate 0.33% among 360,000; AID 602429; in the data active = inhibition above about 37%
DNMT1 inh – inhibitors of human DNMT1; inhibition (reported as % activation of signal), % at 10 µM; DNMT1 molecular beacon, Hinp1I cleavage, fluorescence; P26358; hit rate 0.83% among 360,000; in the data active = inhibition above about 50%
STEP inh – blocks human striatal-enriched tyrosine phosphatase. inhibition, % at 20 µM. hit rate 0.25% among 360,000. AID 588621. recombinant STEP, OMFP fluorogenic substrate, fluorescence;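 active = inhibition at 20 µM, scaled per plate between control wells, above about 37%, limit read from the data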;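 also: 0% = DMSO with enzyme and substrate and 100% = substrate only without enzyme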
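Test system: STEP tyrosine phosphatase / Reagent: OMFP at 25 µM / Doses: 20 µM, 1% DMSO / Read-out: percent inhibition scaled to no-enzyme and uninhibited-enzyme controls, plate-pattern corrected / Detection: FITC-channel fluorescence of OMFP product / Medium: Bis-Tris buffer pH 6.0, 2.5 mM DTT, 0.005% Tween 20 / Schedule: 20 min at room temperature, dark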
MsrA inhibitor – inhibits bovine methionine sulfoxide reductase A; purified bovine MsrA, absorbance read-out; inhibition, % at 15.5 µM; hit rate 0.75% among 360,000; in the data active = inhibition above about 4.5%;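 also: 0% = vehicle wells with enzyme and 100% = reference inhibitor wells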
Scp1 inh – Scp-1 (human) phosphatase inhibition. hit rate 0.88% among 340,000. AID 493091. inhibition, % at 20 µM. Q9GZU7. Recombinant Scp1, phosphopeptide, malachite green phosphate absorbance;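 active = inhibition above about 50% at 20 µM, limit read from the data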;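 also: plate controls were DMSO wells with enzyme for no effect and wells lacking enzyme for full effect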
Target sequence (Q9GZU7 76-261 limits assumed): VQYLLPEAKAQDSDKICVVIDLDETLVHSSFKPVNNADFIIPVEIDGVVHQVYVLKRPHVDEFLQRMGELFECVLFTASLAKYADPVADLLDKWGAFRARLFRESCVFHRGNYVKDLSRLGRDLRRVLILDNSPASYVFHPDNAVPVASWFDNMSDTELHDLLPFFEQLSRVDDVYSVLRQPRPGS
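Test system – truncated SCP-1 phosphatase (76-261aa) · Reagent – Phosphorylated 17-residue peptide substrate · Incubation – 45 min room-temperature reaction, 5 min colour, 30 min stabiliser · Detection – colorimetric phosphate reagent with accelerator and stabiliser, absorbance at 630 nm · Measure – % inhibition at 20 µM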
E coli Lon inh – E. coli protease La inhibition; P0A9M0; purified E. coli Lon protease, fluorescence polarization; inhibition, % at 7.94 µM; hit rate 0.42% among 360,000; AID 602123; in the data active = inhibition above about 13%, passing the limit was not always enough;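 also: 0% = enzyme with probe and DMSO and 100% = no enzyme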
Target sequence (P0A9M0 whole entry, looked up): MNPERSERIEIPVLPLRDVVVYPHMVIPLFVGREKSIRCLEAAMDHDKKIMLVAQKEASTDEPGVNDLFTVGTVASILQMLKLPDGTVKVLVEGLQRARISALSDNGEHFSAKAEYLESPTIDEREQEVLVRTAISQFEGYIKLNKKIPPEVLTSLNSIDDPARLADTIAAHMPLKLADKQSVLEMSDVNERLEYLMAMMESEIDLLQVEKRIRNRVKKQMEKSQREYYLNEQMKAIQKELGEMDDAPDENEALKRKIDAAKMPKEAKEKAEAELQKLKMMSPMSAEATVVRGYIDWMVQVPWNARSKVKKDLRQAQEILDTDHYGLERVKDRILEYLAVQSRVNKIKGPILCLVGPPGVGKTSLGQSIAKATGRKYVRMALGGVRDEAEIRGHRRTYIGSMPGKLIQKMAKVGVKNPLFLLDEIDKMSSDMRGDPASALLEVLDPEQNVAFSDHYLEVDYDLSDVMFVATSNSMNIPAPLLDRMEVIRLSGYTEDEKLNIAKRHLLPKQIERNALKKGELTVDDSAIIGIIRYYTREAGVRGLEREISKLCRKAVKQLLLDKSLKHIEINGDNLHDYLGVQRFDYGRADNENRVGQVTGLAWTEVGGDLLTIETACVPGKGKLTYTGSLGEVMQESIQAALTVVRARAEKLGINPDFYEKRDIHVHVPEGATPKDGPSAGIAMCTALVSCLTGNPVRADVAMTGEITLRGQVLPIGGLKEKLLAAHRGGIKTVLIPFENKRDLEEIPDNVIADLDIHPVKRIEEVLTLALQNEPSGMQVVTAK
NRP1-CendR mod – modulators of CendR peptide binding to human neuropilin-1 | O14786 | FAM-RPARPAR peptide binding to NRP-1, fluorescence polarization | inhibition, % at 25 µM | hit rate 0.85% among 360,000 | AID 602438;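 active = inhibition or corrected inhibition above about 18%, plus a signal ratio from 0.5 to 1.5, limit read from the data, passing the limit was not always enough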; also: strong numbers were not always called active
* hit, by the source's call; . = no result given.

Results follow in this order: MsrA act, Tb MetRS inh, LMPTP block, SUMO1-SIM PPI, DNMT1 inh, STEP inh, MsrA inhibitor, Scp1 inh, E coli Lon inh, NRP1-CendR mod
(1) Cc1cc(C(=O)NC2CCCC2)c2ccccc2n1
→ -1, -0.9, -1.2, 2, -1, 1, 1.4, -4, -1, 12
(2) CCOC(=O)C1CCCN(CC(=O)c2ccc(F)cc2)C1 (stereo not drawn)
→ 0, 0.3, -1.8, -3, -1, 1, 0.3, -15, 6, -6
(3) CCCOC(=O)c1ccc(NC(=O)C2C3CCC(C3)C2C(=O)O)cc1 (stereo not drawn)
→ -4, -0.5, -1.3, 2, 2, 0, -0.3, -3, -7, 6
(4) CC1(C(=O)NS(=O)(=O)c2ccccc2)CCN1C(=O)Cc1cccs1 (stereo not drawn)
→ 0, -0.2, -1.5, 2, -2, 3, 1.3, ., -5, -6
(5) CSc1nc2ccc3nc(NC(=O)c4ccc(Cl)s4)sc3c2s1
→ -6, -0.4, 7.5, 4, 24, 0, ., -3, -3, 9
(6) Cc1ccc(NC(=O)C2COc3ccccc3O2)cc1S(=O)(=O)N1CCCCC1 (stereo not drawn)
→ -1, -0.3, 3.1, 8, 0, -1, 0.2, -2, -4, -8
(7) COc1ccc(-c2noc(CCC(=O)NC3CCCCCC3)n2)cc1OC
→ -3, -0.3, -0.8, 1, 2, 3, -0.4, ., -1, 1
(8) CCOC(=O)C1=C(C)N(CC)C(=S)NC1c1ccccc1OC(F)F (stereo not drawn)
→ -8, -1.0, -0.7, -1, 0, 1, 0.1, 6, 6, -5
(9) COc1ccc(N(CC(=O)N/N=C/c2cccnc2)S(=O)(=O)c2ccccc2)c(OC)c1
→ -2, 0.3, 0.0, -4, 1, 0, 0.2, -9, -4, 6
(10) c1coc(CN2CNc3nc4ccccc4n3C2)c1
→ -8, -0.1, 0.4, 3, 2, -2, -0.6, -7, 0, -2

Results in sequence from above.
Compounds 1–6 in E coli Lon inh, in turn: -1, 6, -7, -5, -3, -4
Compounds 1–6 in DNMT1 inh, in turn: -1, -1, 2, -2, 24, 0

Returning to the listing with the 2 entries that preceded the break.
Results follow in this order: MsrA act, Tb MetRS inh, LMPTP block, SUMO1-SIM PPI, DNMT1 inh, STEP inh, MsrA inhibitor, Scp1 inh, E coli Lon inh, NRP1-CendR mod
(9) COc1ccc(N(CC(=O)N/N=C/c2cccnc2)S(=O)(=O)c2ccccc2)c(OC)c1
→ -2, 0.3, 0.0, -4, 1, 0, 0.2, -9, -4, 6
(10) c1coc(CN2CNc3nc4ccccc4n3C2)c1
→ -8, -0.1, 0.4, 3, 2, -2, -0.6, -7, 0, -2
(11) Cc1cccc(C(=O)Nc2ccc(C(=O)/C=C/c3ccncc3)cc2)c1
→ -5, 0.0, 36, -6, -4, 6, 0.1, 6, 3, -16
(12) Cc1ccc(C)c(N2CCN(S(=O)(=O)c3ccc4c(c3)CC(C)N4C(=O)C3CC3)CC2)c1 (stereo not drawn)
→ -1, -0.6, 3.9, 3, -4, 1, -1.5, -10, -15, 4
(13) CCOc1ccc2[nH]c(=O)c(CN(CCO)C(=O)c3ccccc3F)cc2c1
→ -10, -1.4, -0.3, -4, 4, 0, 1.2, 5, 7, 1
(14) CSc1nc2ccc3nc(NC(=O)c4ccccc4)sc3c2s1
→ -3, -0.4, 6.6, -12, -10, 2, -1.1, -8, -10, -4
(15) CC/C=C(\NC(C)=O)c1ccccc1
→ -1, -0.2, -0.4, -2, 3, 0, -0.1, -5, -8, 10
(16) CC(Sc1ccc(Cl)cc1)C(=O)NCc1ccc2c(c1)OCO2 (stereo not drawn)
→ 1, 0.4, 0.7, -6, -1, 0, 0.0, -12, -8, 3
(17) O=C1CC(c2ccc3c(c2)OCCO3)Oc2ccccc21 (stereo not drawn)
→ -4, 0.1, 1.1, 25, 0, -1, -0.4, -6, -16, -11
(18) Cc1cc(C)nc(Nc2n[nH]c(COc3cccc4ccccc34)n2)n1
→ -3, -0.5, -0.7, 3, 3, -1, 0.2, -4, -6, 5
(19) Cc1cc([N+](=O)[O-])ccc1NC(=O)C1CCCO1 (stereo not drawn)
→ -5, 0.0, -0.1, -12, 7, -3, 0.4, -4, 1, -9
(20) Cc1cc(CNC(=O)C(C)n2nc(C)c([N+](=O)[O-])c2C)c2ccccc2n1 (stereo not drawn)
→ -10, -1.2, 2.8, -4, 5, 1, -1.2, 2, -8, -1
(21) CCc1nc2ccc(C(=O)NCc3ccc(OC)cc3)cn2c1N(CC)Cc1cccc(Br)c1
→ 1, -0.2, 4.2, -4, -18, -1, 0.5, ., 0, -12
(22) CNC(=O)NC(=O)CSc1nc2cc(C(=O)OC)ccc2c(=O)n1-c1ccccc1
→ -4, -0.3, 1.2, -2, 2, -3, 1.3, -3, -5, -6
(23) C/C(=N\NC(=O)c1ccccc1O)c1ccc(NC(=O)Cc2ccccc2)cc1
→ -5, -0.1, 59*, 37, 0, 84*, 1.0, 101*, 6, 6
(24) CN(/N=C/c1ccncc1)c1cnn(-c2ccc(F)c(Cl)c2)c(=O)c1Cl
→ 5, -0.4, 32, 8, -2, 15, 0.8, 54*, 6, -9
(25) O=C(Nc1ccccc1)O[C@@H]1C[C@H]2CCCC(=O)N3CC[C@@H](C1)[C@@H]23
→ -12, 0.2, -0.8, 0, 8, 0, 1.1, -6, 8, 10
(26) Cn1c(CC(=O)NNC(=O)c2ccc(F)cc2F)nc2ccccc21
→ -2, -0.1, -0.3, 1, 2, 1, -0.3, -6, 0, 2
(27) Cc1ccc(C(=O)Nc2ccc(C)c(S(=O)(=O)N3CCOCC3)c2)c(C)c1
→ -2, 0.1, 0.4, 2, 1, -1, 0.1, -2, 0, -4
(28) CCOc1ccccc1NC(=O)Nc1ccc2c(c1)CCC2
→ -7, -1.0, 1.7, 2, -1, 0, 0.8, 1, 0, 8
(29) CCC(C)(C)n1nnnc1CN(Cc1cc2cc(OC)ccc2[nH]c1=O)C1CCCC1
→ -1, 0.3, -0.6, -12, -10, 5, -0.5, -2, -2, -3
(30) Cc1ccccc1CNC(=O)C(C)Sc1ccccc1 (stereo not drawn)
→ 1, 0.3, -1.4, 1, -1, -1, 1.0, ., -2, -4
(31) Clc1ccc(OCCN2CCOCC2)cc1Cl
→ -5, -1.8, -1.6, -2, 4, 1, 0.4, -8, -4, -3
(32) CC(C)NC(=O)COc1coc(CN2CCN(c3ccccc3F)CC2)cc1=O
→ 0, 0.4, -0.5, 6, 2, 2, -0.9, -11, -4, -5
(33) CCCCC1Cc2[nH]c(=S)[nH]c(=O)c2C(C(C)C)O1 (stereo not drawn)
→ -10, -1.8, -0.7, 2, ., ., 1.1, ., -7, -4
(34) O=C(c1sccc1Br)N1CCN(Cc2ccc3c(c2)OCO3)CC1
→ -1, 0.1, -0.4, 2, 1, 1, -1.0, -8, -1, -20
(35) Cc1cc(C)c(NC(=O)NC(=O)c2ccc(F)cc2)c(C)n1
→ -11, -0.8, -0.9, 2, 1, 0, -1.1, -3, -4, -12
(36) O=C(Oc1ccccc1N1C(=O)CCC1=O)c1ccco1
→ -3, -0.7, -1.5, -1, 1, -1, 1.3, -2, -1, 0
(37) Nc1nc2n(n1)C(c1ccc(F)cc1)CC(c1ccc(F)cc1)N2 (stereo not drawn)
→ -13, -1.0, -0.7, -1, 0, -2, 0.5, 1, 7, -4
(38) Cc1nc2cc(NC(=O)N3CCCCC3)ccc2n1C
→ 1, -0.3, -0.4, -2, -1, -1, -0.5, 0, 2, -12
(39) Cc1ccc(C)c(N2CCN(C(=O)c3cc(S(=O)(=O)N4CCOCC4)ccc3F)CC2)c1
→ -3, -0.5, 0.2, -1, -2, 1, -0.2, -5, -4, 0
(40) COc1ccc(Cl)cc1NC(=O)CSc1nnc(Cc2ccc(C)cc2)c(=O)[nH]1
→ -5, -0.3, -0.2, 10, -2, -2, 0.5, -6, -2, -3

An excerpt of these results, with each value named.
[38] Cc1nc2cc(NC(=O)N3CCCCC3)ccc2n1C
  MsrA act: 1	Tb MetRS inh: -0.3	LMPTP block: -0.4	SUMO1-SIM PPI: -2	DNMT1 inh: -1	STEP inh: -1	MsrA inhibitor: -0.5	Scp1 inh: 0	E coli Lon inh: 2	NRP1-CendR mod: -12
[32] CC(C)NC(=O)COc1coc(CN2CCN(c3ccccc3F)CC2)cc1=O
  MsrA act: 0	Tb MetRS inh: 0.4	LMPTP block: -0.5	SUMO1-SIM PPI: 6	DNMT1 inh: 2	STEP inh: 2	MsrA inhibitor: -0.9	Scp1 inh: -11	E coli Lon inh: -4	NRP1-CendR mod: -5
[40] COc1ccc(Cl)cc1NC(=O)CSc1nnc(Cc2ccc(C)cc2)c(=O)[nH]1
  MsrA act: -5	Tb MetRS inh: -0.3	LMPTP block: -0.2	SUMO1-SIM PPI: 10	DNMT1 inh: -2	STEP inh: -2	MsrA inhibitor: 0.5	Scp1 inh: -6	E coli Lon inh: -2	NRP1-CendR mod: -3

Following part:
Results follow in this order: MsrA act, Tb MetRS inh, LMPTP block, SUMO1-SIM PPI, DNMT1 inh, STEP inh, MsrA inhibitor, Scp1 inh, E coli Lon inh, NRP1-CendR mod
(41) Cc1sc2nc3n(c(=O)c2c1C)NC(=O)CC3
→ -6, -1.0, -0.7, 7, -2, 0, 1.2, -2, 11, 13
(42) Cc1ccc(C(=O)N/N=C2\CCc3ccccc32)c(C)c1
→ -5, -1.1, -0.7, -1, -2, -3, -1.2, -3, 5, 7
(43) O=C(O)c1ccc2c(c1)C(=O)N(c1ncccn1)C2=O
→ -8, -0.1, -0.8, 1, 6, 0, 0.7, 1, -5, -4
(44) COc1ccc(-c2c(C)nn(-c3ccccc3)c2NC(C)=O)cc1OC
→ -2, -0.1, -0.6, 1, -3, 1, -0.6, -10, -4, -2
(45) COc1ccc(NC(=O)Nc2cccc3c2O[C@H](CN(C)C(=O)Nc2ccc4c(c2)OCO4)[C@@H](C)CN([C@H](C)CO)C3=O)cc1
→ -1, -0.1, -0.6, 8, 0, 0, -0.1, -12, -5, 8
(46) CN(Cc1ccccc1)c1cc2c(c3c1ccn3C)C1CCC2C1 (stereo not drawn)
→ -1, -0.6, 2.7, 1, 4, 1, -0.3, ., -9, 10
